# Screening data deposited in PubChem BioAssay by National Center for Advancing Translational Sciences (NCATS).
# Caspase-7 inhib: blocks human caspase-7 allosterically or competitively; recombinant caspase-7, Ac-DEVD-AFC fluorescence rate; 75,000 tested, 0.02% active; Potency, µM (highest dose often 57.5 µM), for the others: at the highest dose activity change, negative = inhibition, hits mostly inhibitors; P55210; active = well fitted inhibition curve with a large enough effect in the main read-out, with a control signal flat, not every such curve was filed as active; inconclusive = small, poorly fitted or top-dose-only effect, or a change in a side signal; note: potency is the fitted concentration of half-maximal effect; % of control where 0% means no effect
# Target sequence (P55210 24-198 limits assumed): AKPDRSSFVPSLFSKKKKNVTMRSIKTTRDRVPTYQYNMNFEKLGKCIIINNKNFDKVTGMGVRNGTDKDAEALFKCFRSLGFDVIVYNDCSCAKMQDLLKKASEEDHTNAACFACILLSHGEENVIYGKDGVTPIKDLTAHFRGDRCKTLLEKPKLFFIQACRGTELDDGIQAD
# Target sequence (P55210 207-303 limits assumed): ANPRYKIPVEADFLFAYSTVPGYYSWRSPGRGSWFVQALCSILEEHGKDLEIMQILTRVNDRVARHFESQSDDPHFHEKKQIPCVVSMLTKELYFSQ
# USP2a inhib: USP2a (human) protease inhibition. O75604. USP2a enzymatic assay, qHTS inhibition. Potency, µM (highest dose often 38.3 µM), for the others: top-dose activity change, negative = inhibition, most hits filed as inhibitors. 60,000 tested, 0.1% active. AID 927;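 note: potency is the fitted concentration of half-maximal effect; nearly all actives have a fitted effect of over 60% in size; plate controls were DMSO for no effect and NEM full inhibition control for full effect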
#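 20 nM USP2 core + cpd, 30 min RT; add 20 nM Ub-PLA2/20 uM NBD C6-HPC; read Ex460/Em535 at 0 h and 2.5 h. Normalized to NEM; qHTS curve fit/classification.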
# CRE Fsk mod: CRE-bla signaling modulation under forskolin stimulation; 71,000 tested, 2.5% active; Potency, µM (doses to about 38.2 µM), inactives show at the highest dose activity change, negative = inhibition, hits mostly activators; CHO CRE-bla reporter (cAMP response element driving beta-lactamase), forskolin EC10, beta-lactamase ratio; active = well fitted activation curve with a large enough effect in the signal ratio, with a control signal flat, not every such curve was filed as active; inconclusive = small, poorly fitted or top-dose-only effect, or effect the other way, or a change in a side signal; the % refers to the signal ratio; note: potency is the fitted concentration of half-maximal effect; % of control where 0% means no effect
#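 Reporter-gene assay: CHO cells with beta-lactamase behind cAMP responsive elements, co-treated with compound and EC10 NKH 477 for 3 hours at 37 degrees Celsius. Activity came from the 460/530 nm CCF4 emission ratio.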
# ERK AVP inh: inhibitors of vasopressin-stimulated ERK signaling pathway; 72,000 tested, 0.99% active; HEK293-V1b, vasopressin-stimulated pERK AlphaScreen; Potency, µM (series often up to 57.5 µM), for inactives: at the top dose activity, negative = inhibition, most hits filed as inhibitors; AID 995; note: potency is the fitted concentration of half-maximal effect; % is set by controls: 0 for no effect and ±100 for the full control effect; nearly all actives have a fitted effect of over 55% in size
#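 Overnight-seeded V1b-HEK293 cells in 1% FBS got compound, then vasopressin (25 nM final, 5 min, 37C), then lysis buffer. AlphaScreen detection of phospho-ERK; activity normalized to basal and full-stimulation controls.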
# BRCT inh green: blocks human BRCA1 BRCT binding to phosphopeptide, green readout; AID 875; Potency, µM (top dose mostly 76.9 µM), for inactives: top-dose activity change, negative = inhibition, most hits filed as inhibitors; 75,000 tested, 0.05% active; BRCA1 BRCT-phosphopeptide binding, green fluorescence polarization; P38398;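 note: potency is the fitted concentration of half-maximal effect; plate controls were peptide without protein for full effect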
#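 Compounds were incubated for 12 min at room temperature with a complex of 100 nM fluorescein-tagged pBACH1 decapeptide and 250 nM His-tagged BRCT protein. Buffer was phosphate pH 7.3 with EDTA, DTT and Tween 20. Disruption of binding lowers the polarization signal.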
# Caspase-1 inhib: caspase-1 (human) inhibition, allosteric or competitive; P29466; Caspase-1 enzyme, Ac-WEHD-AFC fluorogenic rate; Potency, µM (series often up to 57.5 µM), for inactives: at the top dose activity change, negative = inhibition, hits mostly inhibitors; 75,000 tested, 0.03% active; AID 900;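 note: potency is the fitted concentration of half-maximal effect; plate controls were vehicle for no effect and no substrate for full effect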
# Luciferase inh: firefly luciferase inhibition; P08659; AID 411; Potency, µM (titrated, usually from 57.1 µM), for the others: top-dose activity change, negative = inhibition, hits mostly inhibitors; purified firefly luciferase, luminescence, 8 min; 72,000 tested, 2.2% active; note: potency is the fitted concentration of half-maximal effect; % is set by controls: 0 for no effect and ±100 for the full control effect; nearly all actives have a fitted effect of over 40% in size
# Target sequence (P08659 whole entry, looked up): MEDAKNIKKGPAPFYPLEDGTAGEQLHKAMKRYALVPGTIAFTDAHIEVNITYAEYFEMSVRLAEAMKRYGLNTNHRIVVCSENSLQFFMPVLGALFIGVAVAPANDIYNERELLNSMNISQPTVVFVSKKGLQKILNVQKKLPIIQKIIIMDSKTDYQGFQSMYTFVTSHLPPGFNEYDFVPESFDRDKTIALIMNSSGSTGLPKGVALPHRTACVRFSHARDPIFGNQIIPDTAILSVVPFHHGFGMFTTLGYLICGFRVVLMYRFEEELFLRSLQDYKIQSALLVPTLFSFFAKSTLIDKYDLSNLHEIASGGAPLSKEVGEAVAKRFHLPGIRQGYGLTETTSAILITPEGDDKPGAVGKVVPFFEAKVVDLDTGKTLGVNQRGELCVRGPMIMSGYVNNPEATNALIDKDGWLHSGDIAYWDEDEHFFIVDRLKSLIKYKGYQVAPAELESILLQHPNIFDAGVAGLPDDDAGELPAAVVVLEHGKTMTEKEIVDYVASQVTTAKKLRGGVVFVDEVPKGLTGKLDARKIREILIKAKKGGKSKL
#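 Luminescence read-out after 8 min at room temperature; enzyme reaction used luciferin plus 10 uM ATP (linear range) in imidazole buffer pH 7.2 with KCl, MgCl2, Tween 20 and BSA. Each sample was run as a titration.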
# HEK293 cAMP ctrl: raises cAMP in parental HEK293 cells, TSHR agonist counter-screen; parental HEK293 CNG cAMP sensor, membrane potential fluorescence; Potency, µM (highest dose often 57.1 µM), inactives show at the top dose activation, hits mostly activators; 73,000 tested, 2.5% active; note: potency is the fitted concentration of half-maximal effect; % of control where 0% means no effect; nearly all actives have a fitted effect of over 55% in size
#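 Parental HEK 293 cells stably expressing a cAMP-gated CNG channel were loaded with membrane potential dye containing 100 uM RO 20-1724 for 60 min. Compound added for 30 min; depolarization read as fluorescence intensity at 590 nm.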
# Tau fil binding: binds recombinant human tau filaments; recombinant tau filaments, thioflavin S fluorescence, 15 h; filaments grown with octadecylsulfate alongside compound; Potency, µM (titrated, usually from 57.1 µM), inactives show top-dose activity change, negative = inhibition; 71,000 tested, 2% active; AID 596;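 note: potency is the fitted concentration of half-maximal effect; % is set by controls: 0 for no effect and ±100 for the full control effect; actives lower thioflavin S fluorescence by blocking filaments or displacing dye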
#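 Thioflavine S fluorescence (ex 450, em 510 nm) reports filaments formed from 1 uM human tau plus 30 uM ODS over 15 h at 37 C (10 mM HEPES pH 7.4, 100 mM NaCl, 5 mM DTT); compounds displacing dye or blocking filaments lower signal.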
# BRCT inh red: inhibitors of human BRCA1 BRCT-phosphoprotein interaction (red fluorophore); P38398; BRCT-phosphopeptide binding, red fluorescence polarization; Potency, µM (top dose mostly 76.9 µM), for the others: at the highest dose activity change, negative = inhibition, usual class: inhibitors; 75,000 tested, 0.03% active; AID 892; note: % is set by controls: 0 for no effect and ±100 for the full control effect
#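 Rhodamine-labelled pBACH1 10-mer (100 nM) bound to BRCT domain (100 nM) at pH 7.3; compounds incubated 12 min room temperature, polarization read. Free peptide defines full inhibition; unlabelled decapeptide titrated as control.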
# A350 autofl: compound fluoresces in the Alexa 350 spectral region; Compound autofluorescence, 340/450 nm, Alexa 350 dye-equivalents; stronger effect = higher value; max dye-equivalent concentration, M; 59,000 tested, 11% active; in the data active = max dye-equivalent concentration above about 10 nM; inconclusive = mostly about 1.1 nM to 9.6 nM
# An asterisk follows results filed as active; i = inactive; ? = inconclusive; · = no result given; [ ] = dose if it differs, or a comment. Unless noted, calls come from the whole dose curve; as a rule, active = well fitted curve in the direction sought with a large enough effect; inconclusive = small, poorly fitted or top-dose-only effect, or another doubt; inactive = no such curve, though single readings can be large; an effect the other way counts as inactive or inconclusive.
SMILES,Caspase-7 inhib,USP2a inhib,CRE Fsk mod,ERK AVP inh,BRCT inh green,Caspase-1 inhib,Luciferase inh,HEK293 cAMP ctrl,Tau fil binding,BRCT inh red,A350 autofl
CC1CC(=O)C=C(O)C1C(=O)OC(C)(C)C (stereo unspecified),-0.1%,-4.2%,-3.4%,?,0.3%,0.5%,-0.9%,-3.9%,6.5%,0.3%,?
O=C(Cn1c(-c2ccccc2)noc1=O)NCc1ccccc1,1.8%,-4.3%,10.5%,11.7%,0.2%,1.8%,-0.1%,11.7%,-12.6%,-0.7%,i
c1ccc(CCc2nc(-c3ccccn3)no2)cc1,-0.7%,1.3%,5.4%,-3.1%,1.3%,1.0%,-22.0%,3.3%,-12.5%,-0.8%,i
O=c1cc(-c2ccccc2O)oc2ccc3ccccc3c12,-0.8%,·,-3.3%,17.3%,0.5%,-0.6%,0.501µM*,15.8%,?,-0.3%,i
COC(=O)C1(C)NC(c2ccc(O)cc2)C2C(=O)N(c3ccc4c(c3)OCCO4)C(=O)C21 (stereo unspecified),2.0%,8.4%,-0.5%,-9.0%,0.7%,-0.6%,-0.5%,-0.1%,8.2%,0.0%,i
Cc1ccc(S(=O)(=O)Cn2nnnc2CN2CCN(Cc3ccc4c(c3)OCO4)CC2)cc1,1.8%,96.6%[activator],3.9%,0.5%,-0.4%,0.2%,0.5%,20.0%,-4.1%,0.1%,i
O=C(NC12CC3CC(CC(C3)C1)C2)N1CCC(O)(c2ccc3c(c2)OCO3)CC1,-1.8%,14.5%,1.6%,-13.0%,-0.5%,-1.8%,4.0%,7.2%,11.3%,-1.6%,i
COC(=O)c1ccccc1S(=O)(=O)N1CCC(c2nc3ccccc3o2)CC1,-0.6%,3.8%,-3.5%,8.9%,1.2%,-0.4%,-1.6%,18.7%,8.1%,-2.3%,i
CC(=O)Nc1cc(NC(=O)C2C3C=CC(C3)C2C(=O)O)ccc1Cl (stereo unspecified),-0.9%,-4.9%,-19.6%,0.6%,0.3%,-1.6%,0.3%,-0.6%,8.1%,0.5%,i
Cc1cc(C)n(-c2nc(C)nc(NCc3ccccc3)n2)n1,0.2%,3.5%,?,-19.3%,-0.2%,-2.2%,-1.1%,24.1%,22.2%,-0.5%,·
CC1CCCN(CCCNC(=O)C2CC(=O)N(c3ccc(F)c(Cl)c3)C2)C1 (stereo unspecified),-0.2%,5.5%,-5.5%,15.8%,-0.4%,1.7%,1.7%,9.7%,-2.5%,0.5%,i
CC(C)c1nc2oc3c(NCc4cccnc4)ncnc3c2c2c1CCC2,-2.2%,-4.7%,?,-29.6%,2.2%,2.2%,2.0%,?,15.0%,-1.5%,i
COc1ccc(N2CCn3c2nc2c3c(=O)n(CCCc3ccccc3)c(=O)n2C)c(OC)c1,-0.8%,15.7%,-15.7%,12.6µM*,1.1%,-2.6%,-1.4%,17.3%,-9.4%,-1.6%,?
Clc1ccc(Cc2noc(Cc3ccccc3)n2)cc1Cl,-4.5%,-2.4%,-2.8%,63.5%[activator],-2.3%,-3.4%,1.0%,?,-7.1%,-0.3%,i
O=C(NCc1ccccn1)c1cc2ccccc2oc1=O,-0.5%,-1.0%,11.6%,-6.6%,-1.3%,-1.5%,-11.1%,7.4%,-5.2%,-0.3%,2.12e-08M*
O=C(c1ccco1)N1CCC[C@@]2(CCN(c3ccccc3)C2)C1,-4.5%,118.0%[activator],-10.3%,-11.4%,-2.5%,-4.4%,-1.4%[11.4 µM],?,-10.1%,-3.3%,i
Cc1ccc(Cl)cc1NC(=O)Cn1cccc1,-0.2%,4.4%,-5.6%,-17.7%,0.1%,1.0%,0.7%,21.9%,2.2%,-1.4%,i
O=C(COC(=O)CCc1c[nH]c2ccccc12)NC1CCS(=O)(=O)C1 (stereo unspecified),-0.6%,-3.5%,-2.0%,-11.1%,-2.6%,2.5%,3.7%,3.3%,4.1%,0.2%,i
CCN(CC)C(=O)c1cncc(C(=O)N(CC)CC)c1-c1ccccc1,1.2%,4.5%,-0.1%,-3.1%,-0.2%,2.3%,3.5%,5.1%,0.4%,-0.7%,i
CCCOc1ccc(Cc2nn3c(=O)/c(=C/c4ccco4)sc3nc2=O)cc1,-10.9%,21.5%,-27.1%,6.3%,-1.7%,-4.9%,2.4%,5.6%,4.8%,-2.3%,?
CCOC(=O)N1CCC(NC(=O)CCC(=O)N2CC(C)Oc3ccc(C)cc32)CC1 (stereo unspecified),0.9%,15.2%,6.0%,26.4%,3.2%,0.7%,0.2%,2.0%,0.3%,-0.1%,i
CCOC(=O)N1CCN(C(=O)CN(Cc2ccc(Cl)cc2)S(C)(=O)=O)CC1,-0.8%,18.5%,-2.8%,-8.4%,3.5%,-0.7%,3.1%,2.3%,-3.6%,-1.0%,i
CCOC(=O)N1CCN(C(=O)C2CC(c3ccc(F)cc3)=NO2)CC1 (stereo unspecified),0.6%,·,-10.8%,9.2%,-2.3%,-3.2%,3.9%,-3.3%,17.3%,-2.6%,·
Cc1noc(C)c1-c1cncnc1-n1ccnc1,-3.0%,4.2%,-1.8%,-5.6%,-2.1%,-0.6%,1.6%[2.29 µM],-0.9%,-2.9%,0.9%,i
CC(=O)c1cccc(NC(=O)NC(C)C2CCCO2)c1 (stereo unspecified),1.7%,0.5%,-5.3%,-18.9%,1.4%,-3.8%,-1.6%,-0.3%,3.9%,-1.2%,i
CC(C)c1nnc(NC(=O)CCS(=O)(=O)c2nc(-c3cccs3)cc(C(F)(F)F)n2)s1,-0.3%,2.7%,-11.2%,-16.5%,-1.5%,0.3%,-2.1%,17.7%,-19.2%,-0.6%,i
CC(=O)N1CCCc2cc(S(=O)(=O)Nc3ccc4c(c3)OCO4)ccc21,-10.5%,26.2%,-15.2%,10.4%,-0.8%,-1.2%,-0.1%,9.3%,-19.6%,-3.0%,i
O=C(NC1CCCC1)C1CCCN1C(=O)Nc1ccccc1Cl (stereo unspecified),-0.2%,-1.3%,0.1%,1.5%,-3.4%,0.8%,-0.6%,8.0%,0.5%,-0.2%,i
CC(=O)c1ccc(C2C=CC(Oc3ccc(-c4ccccc4)cc3)C(CO)O2)cc1 (stereo unspecified),-5.5%[11.5 µM],·,·,9.0%[11.5 µM],-0.4%[15.4 µM],-1.6%[11.5 µM],·,0.0%[11.4 µM],·,-1.0%[15.4 µM],·
CCCn1c(=O)c2ccccc2n2c(SCCOc3ccccc3)nnc12,-0.8%,1.8%,?,28.0%,1.9%,-0.7%,2.0%,10µM*,14.8%,-1.3%,i
Cc1cc(NCc2ccc(F)cc2Cl)n2nnnc2n1,0.7%,0.8%,6.1%,-10.2%,3.6%,-0.4%,-1.0%,7.5%,6.5%,-2.2%,i
Cc1cccc2cc3c(nc12)SC(=NCC1CCCO1)N(Cc1ccco1)C3 (stereo unspecified),-19.3%,·,?,?,4.5%,-12.9%,-4.8%,29.7%,?,0.9%,1.01e-08M*
O=C(NCc1ccco1)Nc1ccc(Br)cc1,-0.1%,-3.3%,-0.4%,-4.0%,-2.0%,-1.8%,-9.0%,0.5%,-1.9%,0.4%,·
O/N=C1/C2C3CC4C5C3C1C5C1(OCCO1)C42 (stereo unspecified),0.3%,-1.4%,-1.0%,-6.1%,-1.1%,2.4%,3.4%,-4.8%,-4.3%,0.7%,i
COc1ccc(OC)c(NC(=O)C2CCCN2C(=O)OCc2ccccc2)c1 (stereo unspecified),-0.3%,17.1%,4.8%,-10.2%,1.5%,-0.8%,0.2%,14.1%,4.5%,0.1%,i
O=C(NCc1ccc2c(c1)OCO2)c1cccc(Cl)c1,1.3%,13.8%,-8.2%,-16.6%,-3.2%,-0.2%,-3.6%,16.1%,-4.0%,1.8%,i
Cc1ncn(C23CC4CC(CC(O)(C4)C2)C3)n1,3.3%,-3.9%,-0.1%,2.8%,-0.4%,2.0%,1.0%,2.6%,-6.7%,1.5%,i
COc1ccc(-c2nc(N)c3ncn([C@H]4O[C@@H](CO)[C@@H](O)[C@@H]4O)c3n2)cc1,-0.4%[11.5 µM],·,13.3%[7.6 µM],-2.1%[11.5 µM],-1.3%[15.4 µM],-0.2%[11.5 µM],1.6%[11.4 µM],-6.8%[11.4 µM],-13.1%[11.4 µM],-0.3%[15.4 µM],i
